PRMT1 FP inh: inhibitors of human PRMT1; Q99873; recombinant PRMT1, activity-based probe fluorescence polarization; 370,000 tested, 1.3% active; AID 652257; inhibition, % at 2.79 µM;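 active = inhibition above about 21% made by adding two undisclosed values, limit read from the data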
SIAE inh: inhibitors of human sialic acid acetylesterase SIAE; SIAE FP-Rh probe binding, fluorescence polarization; inhibition, % at 9.66 µM; 370,000 tested, 0.69% active;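 active = inhibition above a cutoff: mean of compounds within the control limits plus 3 SD of those, cut at about 17% in these data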;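 also: 0% = plate median of compound wells and 100% = probe without SIAE protein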
Target sequence (Q9HAT2 whole entry, looked up): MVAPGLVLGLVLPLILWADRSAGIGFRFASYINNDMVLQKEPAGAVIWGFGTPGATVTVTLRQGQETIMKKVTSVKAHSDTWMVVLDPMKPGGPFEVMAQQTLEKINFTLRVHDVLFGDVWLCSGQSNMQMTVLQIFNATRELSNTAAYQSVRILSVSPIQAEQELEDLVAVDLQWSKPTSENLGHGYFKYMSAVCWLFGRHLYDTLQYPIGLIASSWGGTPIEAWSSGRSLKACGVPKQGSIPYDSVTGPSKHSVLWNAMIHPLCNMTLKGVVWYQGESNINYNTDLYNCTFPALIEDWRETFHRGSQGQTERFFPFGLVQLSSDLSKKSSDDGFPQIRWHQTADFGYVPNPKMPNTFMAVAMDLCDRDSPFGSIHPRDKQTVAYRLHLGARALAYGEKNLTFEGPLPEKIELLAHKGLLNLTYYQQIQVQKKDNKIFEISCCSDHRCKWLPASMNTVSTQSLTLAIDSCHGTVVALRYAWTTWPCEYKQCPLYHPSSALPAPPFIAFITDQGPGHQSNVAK
TDP2 inh: TDP2 (human) inhibition, absorbance primary screen; O95551; recombinant TDP2, T5PNP hydrolysis, p-nitrophenol absorbance 415 nm; inhibition, % at 12.8 µM; 370,000 tested, 0.34% active;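 active = inhibition above the mean of all tested compounds plus 3 SD, set per campaign, cut at about 25% in these data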;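 also: 0% = DMSO with enzyme and 100% = buffer with substrate but no TDP2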
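test system = human TDP2 enzyme | input = TDP2 enzyme at 120 nM final | medium = 50 mM Tris-HCl pH 7.5 with Mg2+, KCl, DTT, BSA | also added = T5PNP substrate, 5 mM | times = 2 h at 37 °C | technique = epi absorbance | benchmarks = high control without enzyme, low control DMSO plus TDP2 | replication = each compound tested once, singlicate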
LEDGF integ inh: blocks HIV-1 LEDGF/p75-dependent DNA integration; TR-FRET IN-LEDGF/p75 DNA integration, Eu/Cy5; inhibition, % at 3.7 µM; AID 743269; 370,000 tested, 0.64% active;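 active = inhibition above the screen-wide mean plus 3 SD, cut at about 13% in these data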;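 also: signal is the Cy5 over europium emission ratio at 671 and 618 nm; 0% = plate median of compound wells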
MBD2 inh: inhibitors of human MBD2 binding to methylated oligonucleotide. 370,000 tested, 0.31% active. TR-FRET. AID 686964. inhibition, % at 4.4 µM. Q9UBB5; in the data active = inhibition above about 13%
KLK7 zymogen act: proKLK7 (human) activation, primary screen; purified proKLK7, EDANS-DABCYL substrate fluorescence; 100% is mature enzyme control, 0% vehicle; 370,000 tested, 0.9% active; activation, % at 7 µM;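 active = activation above the mean of all tested compounds plus 3 SD, computed per campaign excluding outliers beyond control limits, cut at about 13% in these data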
Target sequence (P49862 whole entry, looked up): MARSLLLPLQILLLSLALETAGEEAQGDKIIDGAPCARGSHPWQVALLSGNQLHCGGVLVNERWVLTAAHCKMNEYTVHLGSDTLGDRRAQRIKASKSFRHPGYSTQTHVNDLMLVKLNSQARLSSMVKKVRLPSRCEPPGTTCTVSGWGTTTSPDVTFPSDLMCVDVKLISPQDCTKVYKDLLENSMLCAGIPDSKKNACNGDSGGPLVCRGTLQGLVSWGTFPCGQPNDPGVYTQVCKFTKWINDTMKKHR
Tn7 DDE FP: DD(E)-Tn7 binding inhibition, primary FP screen. AID 720508. 370,000 tested, 0.13% active. P02675. inhibition, % at 8.3 µM. FP displacement of FITC-Tn7 peptide from fibrin DD(E); 0% = median of compound wells per plate;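 active = inhibition above the mean of compounds falling within the control limits plus 3 SD of them, cut at about 14% in these data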;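 also: 0% = plate median of compound wells and 100% = 10 µM Aha-Tn7 peptide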
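Assay system: Fibrin-DD(E) protein isolated from polymerized human fibrin clots; read-out basis: percent inhibition; medium: Tris/NaCl/CaCl2 buffer, pH 7.8; signal: FP measurement; incubation: 10 min plus 3 h, room temperature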
DDE Tn6 FP inh: inhibitors of Tn6 peptide binding to human fibrin DD(E); P02675; Fibrin DD(E) TRITC-Tn6 fluorescence polarization displacement; inhibition, % at 8.3 µM; 370,000 tested, 0.21% active; AID 720509;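 active = inhibition above a per-campaign cutoff: mean of compounds within control limits plus 3 SD, cut at about 15% in these data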;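 also: 0% = median of all compound wells on the plate and 100% = blocking peptide control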
UHRF1 MBD2 ctr: blocks human UHRF1 binding to methylated DNA; Q96T88; UHRF1 binding to methylated oligo, TR-FRET; inhibition, % at 4.4 µM; 370,000 tested, 0.75% active; in the data active = inhibition above about 21%;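 also: UHRF1 SRA domain binding a hemimethylated CpG hairpin DNA probe; 0% = median of test compound wells and 100% = reference inhibitor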
TCR-CD3 inh: human TCR-CD3 binding inhibition; TAMRA-labeled TCR probe fluorescence, biochemical; inhibition, % at 9.4 µM; 360,000 tested, 0.37% active; AID 651800; in the data active = inhibition above about 19%;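 also: recombinant mutant TCR 2C K166C tagged with TAMRA read by polarization; 0% = receptor in buffer alone and 100% = receptor with positive control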
The depositor's hits bear a star.

How did COc1ccc(CCNC(=O)c2ccc(-c3ccc([N+](=O)[O-])cc3)o2)cc1OC do in these assays?
PRMT1 FP inh: 7; SIAE inh: 3; TDP2 inh: 9; LEDGF integ inh: -3; MBD2 inh: 4; KLK7 zymogen act: 0.1; Tn7 DDE FP: 2; DDE Tn6 FP inh: -3; UHRF1 MBD2 ctr: 4; TCR-CD3 inh: 0

How did Cc1ccc(CN2CCC(C)(Oc3ccc(Cl)cc3)C2)cc1 (stereo not given) do in these assays?
PRMT1 FP inh: 1; SIAE inh: -6; TDP2 inh: 2; LEDGF integ inh: -3; MBD2 inh: 0; KLK7 zymogen act: -0.8; Tn7 DDE FP: 7; DDE Tn6 FP inh: 6; UHRF1 MBD2 ctr: -2; TCR-CD3 inh: 6

How did COc1ccc(-c2csc(NC(=O)CSc3nc(C)nc4sc(C(=O)O)c(C)c34)n2)cc1 do in these assays?
PRMT1 FP inh: -1; SIAE inh: -12; TDP2 inh: -7; LEDGF integ inh: 2; MBD2 inh: 1; KLK7 zymogen act: 0.4; Tn7 DDE FP: 2; DDE Tn6 FP inh: 3; UHRF1 MBD2 ctr: -2; TCR-CD3 inh: 3

What do the screens show for `Cc1cccc(NC(=O)CSCC(=O)NCc2ccco2)c1`?
PRMT1 FP inh: 0; SIAE inh: 2; TDP2 inh: 7; LEDGF integ inh: 3; MBD2 inh: -2; KLK7 zymogen act: 0.2; Tn7 DDE FP: -1; DDE Tn6 FP inh: 0; UHRF1 MBD2 ctr: -4; TCR-CD3 inh: 6

What do the screens show for `Cc1ccccc1CC(=O)N1CCN(C(=O)C2CCCO2)CC1` (stereo not given)?
PRMT1 FP inh: 2; SIAE inh: 0; TDP2 inh: 1; LEDGF integ inh: -2; MBD2 inh: 4; KLK7 zymogen act: 0.0; Tn7 DDE FP: 0; DDE Tn6 FP inh: 5; UHRF1 MBD2 ctr: 1; TCR-CD3 inh: -1

Results for CCN(CC)c1ccc(C(=O)NNC(=O)CCl)cc1 ?
PRMT1 FP inh: 3; SIAE inh: -5; TDP2 inh: 2; LEDGF integ inh: -2; MBD2 inh: 7; KLK7 zymogen act: 0.3; Tn7 DDE FP: 7; DDE Tn6 FP inh: 4; UHRF1 MBD2 ctr: 9; TCR-CD3 inh: 4

How did CCOc1ccccc1C1CC(=O)NC(SCC)=C1C#N (stereo not given) do in these assays?
PRMT1 FP inh: 1; SIAE inh: 5; TDP2 inh: 3; LEDGF integ inh: 1; MBD2 inh: 0; KLK7 zymogen act: 0.4; Tn7 DDE FP: 6; DDE Tn6 FP inh: 6; UHRF1 MBD2 ctr: -4; TCR-CD3 inh: 3

How did CCN(C(C)=O)c1nc(CCl)cs1 do in these assays?
PRMT1 FP inh: 4; SIAE inh: 7; TDP2 inh: 2; LEDGF integ inh: -4; MBD2 inh: 2; KLK7 zymogen act: 0.8; Tn7 DDE FP: -1; DDE Tn6 FP inh: 1; UHRF1 MBD2 ctr: 2; TCR-CD3 inh: -5

Results for C=CCC[C@@H](CCCCC)OC(=O)/C=C/[C@H](O)[C@@H](O)C[C@H](O)CC=C ?
PRMT1 FP inh: 8; SIAE inh: -1; TDP2 inh: -15; LEDGF integ inh: -2; MBD2 inh: 4; KLK7 zymogen act: -0.3; Tn7 DDE FP: 5; DDE Tn6 FP inh: 3; UHRF1 MBD2 ctr: 6; TCR-CD3 inh: -6

Results for CN1CCCC(OC(=O)c2ccc(S(=O)(=O)N(C)C)cc2)C1 (stereo not given) ?
PRMT1 FP inh: 34*; SIAE inh: -2; TDP2 inh: -3; LEDGF integ inh: 2; MBD2 inh: -5; KLK7 zymogen act: -0.2; Tn7 DDE FP: -4; DDE Tn6 FP inh: -1; UHRF1 MBD2 ctr: -1; TCR-CD3 inh: -2

Results for CC(C)n1c(N2CCN(C(=O)Nc3ccc(Cl)cc3)CC2)nc2ccccc21 ?
PRMT1 FP inh: -4; SIAE inh: -3; TDP2 inh: 9; LEDGF integ inh: 2; MBD2 inh: -3; KLK7 zymogen act: -0.5; Tn7 DDE FP: -6; DDE Tn6 FP inh: 2; UHRF1 MBD2 ctr: 1; TCR-CD3 inh: 5

How did COc1ccc(CN(C(=O)CO/N=C/c2ccccc2)c2ccccc2C(=O)O)cc1 do in these assays?
PRMT1 FP inh: -1; SIAE inh: -7; TDP2 inh: 8; LEDGF integ inh: 3; MBD2 inh: 2; KLK7 zymogen act: 0.4; Tn7 DDE FP: 5; DDE Tn6 FP inh: 0; UHRF1 MBD2 ctr: 3; TCR-CD3 inh: -6

How did CN1CCN(c2oc(-c3ccc([N+](=O)[O-])cc3)nc2C#N)CC1 do in these assays?
PRMT1 FP inh: -2; SIAE inh: 2; TDP2 inh: 4; LEDGF integ inh: 1; MBD2 inh: 0; KLK7 zymogen act: 0.1; Tn7 DDE FP: 2; DDE Tn6 FP inh: 0; UHRF1 MBD2 ctr: -3; TCR-CD3 inh: 4

How did c1ccc(CCN2CCN=C2Nc2ccccc2)cc1 do in these assays?
PRMT1 FP inh: 2; SIAE inh: 0; TDP2 inh: -5; LEDGF integ inh: 0; MBD2 inh: 0; KLK7 zymogen act: -0.5; Tn7 DDE FP: 9; DDE Tn6 FP inh: -6; UHRF1 MBD2 ctr: 1; TCR-CD3 inh: -3

How did COc1ccc(CCNc2ccc(S(N)(=O)=O)cn2)cc1 do in these assays?
PRMT1 FP inh: -1; SIAE inh: 5; TDP2 inh: 8; LEDGF integ inh: 1; MBD2 inh: -1; KLK7 zymogen act: -0.3; Tn7 DDE FP: -7; DDE Tn6 FP inh: 2; UHRF1 MBD2 ctr: -1; TCR-CD3 inh: -4

What do the screens show for `Cc1cccc(Nc2cc(=O)[nH]c(=O)[nH]2)c1C`?
PRMT1 FP inh: -1; SIAE inh: 1; TDP2 inh: 7; LEDGF integ inh: -1; MBD2 inh: 2; KLK7 zymogen act: -0.3; Tn7 DDE FP: 6; DDE Tn6 FP inh: -6; UHRF1 MBD2 ctr: -1; TCR-CD3 inh: 0

Results for Nc1cnnc(N/N=C\c2ccccc2)c1Cl ?
PRMT1 FP inh: -1; SIAE inh: 7; TDP2 inh: 6; LEDGF integ inh: 0; MBD2 inh: 0; KLK7 zymogen act: 13*; Tn7 DDE FP: 0; DDE Tn6 FP inh: -8; UHRF1 MBD2 ctr: -2; TCR-CD3 inh: 6

How did CCN(CC)c1nc(SCCOC(=O)Nc2ccccc2)nc(N(CC)CC)n1 do in these assays?
PRMT1 FP inh: 2; SIAE inh: -10; TDP2 inh: 0; LEDGF integ inh: 0; MBD2 inh: -3; KLK7 zymogen act: 0.2; Tn7 DDE FP: -2; DDE Tn6 FP inh: 4; UHRF1 MBD2 ctr: 0; TCR-CD3 inh: 12

Results for CSc1ccccc1NC(=O)CN(C)C(=O)COc1ncnc2ccccc12 ?
PRMT1 FP inh: -2; SIAE inh: 0; TDP2 inh: 0; LEDGF integ inh: -2; MBD2 inh: 1; KLK7 zymogen act: 0.9; Tn7 DDE FP: 2; DDE Tn6 FP inh: -1; UHRF1 MBD2 ctr: 5; TCR-CD3 inh: 0

What do the screens show for `COc1cc(C=NNC(=O)CN2CCN(Cc3ccc(C)cc3)CC2)cc(OC)c1O`?
PRMT1 FP inh: -3; SIAE inh: 5; TDP2 inh: -4; LEDGF integ inh: -3; MBD2 inh: -1; KLK7 zymogen act: -12; Tn7 DDE FP: 0; DDE Tn6 FP inh: 1; UHRF1 MBD2 ctr: -1

What do the screens show for `O=C(N[C@H]1/C=C\[C@@H](O)CCCC1)OCc1ccccc1`?
PRMT1 FP inh: -1; SIAE inh: 4; TDP2 inh: 2; LEDGF integ inh: -4; MBD2 inh: 2; KLK7 zymogen act: -0.3; Tn7 DDE FP: 4; DDE Tn6 FP inh: 7; UHRF1 MBD2 ctr: 6; TCR-CD3 inh: -5

What do the screens show for `CC1=C(C#N)C(c2ccc(O)cc2)C2=C(CC(C)(C)CC2=O)N1` (stereo not given)?
PRMT1 FP inh: -1; SIAE inh: 3; TDP2 inh: -2; LEDGF integ inh: 0; MBD2 inh: 0; KLK7 zymogen act: 5.3; Tn7 DDE FP: 2; DDE Tn6 FP inh: 2; UHRF1 MBD2 ctr: -2; TCR-CD3 inh: 2

What do the screens show for `O=C(Oc1ccc(Cl)cc1)N1CCOCC1`?
PRMT1 FP inh: -3; SIAE inh: 7; TDP2 inh: 6; LEDGF integ inh: 4; MBD2 inh: -4; KLK7 zymogen act: 0.3; Tn7 DDE FP: 4; DDE Tn6 FP inh: -8; UHRF1 MBD2 ctr: -5; TCR-CD3 inh: 1

What do the screens show for `O=C(Nc1ccc(F)c(Cl)c1)Nc1csc2ccccc12`?
PRMT1 FP inh: 5; SIAE inh: 23*; TDP2 inh: -6; LEDGF integ inh: -2; MBD2 inh: 4; KLK7 zymogen act: -0.3; Tn7 DDE FP: 5; DDE Tn6 FP inh: -18; UHRF1 MBD2 ctr: 5; TCR-CD3 inh: 3

How did O=C(O)CSc1c(O)c2ccccc2[nH]c1=O do in these assays?
PRMT1 FP inh: 2; SIAE inh: 2; TDP2 inh: 5; LEDGF integ inh: 0; MBD2 inh: 0; KLK7 zymogen act: 0.0; Tn7 DDE FP: 4; DDE Tn6 FP inh: -4; UHRF1 MBD2 ctr: 4; TCR-CD3 inh: 4

What do the screens show for `CCOc1ccc(N2CC(C(=O)Nc3ccc4c(c3)OCO4)CC2=O)cc1` (stereo not given)?
PRMT1 FP inh: -1; SIAE inh: -5; TDP2 inh: 0; LEDGF integ inh: 4; MBD2 inh: -1; KLK7 zymogen act: -0.3; Tn7 DDE FP: -12; DDE Tn6 FP inh: -1; UHRF1 MBD2 ctr: 0; TCR-CD3 inh: 9

Results for Cc1nc(SCc2ccc(F)cc2)n[nH]1 ?
PRMT1 FP inh: 1; SIAE inh: -1; TDP2 inh: -10; LEDGF integ inh: -5; MBD2 inh: 3; KLK7 zymogen act: -0.1; Tn7 DDE FP: 4; DDE Tn6 FP inh: 6; UHRF1 MBD2 ctr: 1; TCR-CD3 inh: -3

Not a retest: 2 of the compounds above.
What do the screens show for `CCOc1ccc(N2CC(C(=O)Nc3ccc4c(c3)OCO4)CC2=O)cc1` (stereo not given)?
PRMT1 FP inh: -1; SIAE inh: -5; TDP2 inh: 0; LEDGF integ inh: 4; MBD2 inh: -1; KLK7 zymogen act: -0.3; Tn7 DDE FP: -12; DDE Tn6 FP inh: -1; UHRF1 MBD2 ctr: 0; TCR-CD3 inh: 9

Results for Cc1nc(SCc2ccc(F)cc2)n[nH]1 ?
PRMT1 FP inh: 1; SIAE inh: -1; TDP2 inh: -10; LEDGF integ inh: -5; MBD2 inh: 3; KLK7 zymogen act: -0.1; Tn7 DDE FP: 4; DDE Tn6 FP inh: 6; UHRF1 MBD2 ctr: 1; TCR-CD3 inh: -3

Screening data: PubChem BioAssay, The Scripps Research Institute Molecular Screening Center
